# mIAP activ: activators of mouse IAP, primary screen, biochemical, luminescence, uHTS; AID 2805, 2010; intestinal alkaline phosphatase [Mus musculus]; muIAP, CDP-Star luminescence, 30 min; active compounds read high; 1 = vehicle-only enzyme signal, 0 = enzyme-free wells; 330,000 tested, 0.24% active; activation factor at 10 µM;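 active = activation factor of at least 2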; also: the source names both 10 and 20 µM as test concentration; values of inactives mirror those of a sister screen read the other way
#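 System: mouse IAP enzyme. Reagent: CDP-Star chemiluminescent phosphatase substrate. Benchmarks: DMSO wells, no-enzyme wells. Times: 30 min enzyme-substrate-compound incubation at room temperature. Detection: luminescence from enzymatic CDP-Star hydrolysis. Doses: test compounds delivered from DMSO solution.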
# NLRP3 yeast inh: NALP3 inflammasome inhibitors in reconstituted yeast, primary screen, luminescence, uHTS; Yeast reconstituted NLRP3/ASC/caspase-1, beta-gal luminescence, 24 h; inhibition, % at 10 µM; 330,000 tested, 0.39% active; AID 2825, 2010;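 active = inhibition of 50% or more; inactive = inhibition below 50%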;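 also: plate controls were induced DMSO wells for no effect and uninduced yeast grown without galactose for full effect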
# A3G deaminase: APOBEC3G DNA deaminase inhibitors, primary screen, biochemical, fluorescence, single-stranded DNA substrate, uHTS. DNA dC->dU-editing enzyme APOBEC-3G (Homo sapiens), Q9HC16. recombinant A3G, ssDNA deamination FAM/TAMRA fluorescence. inhibition, % at 20 µM. 330,000 tested, 0.28% active;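 active = inhibition of at least 40% at 20 µM, with no more than 30% in the related APOBEC3A deaminase screen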;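 also: plate controls were DMSO wells with A3G for no effect and wells lacking A3G enzyme for full effect; some compounds called inactive have numbers as strong as hits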
# mIAP block: inhibitors of mouse IAP, primary screen, biochemical, luminescence, uHTS | intestinal alkaline phosphatase [Mus musculus] | purified mouse IAP, CDP-Star luminescence, 30 min | inhibition, % at 10 µM | 330,000 tested, 0.2% active | AID 2806, 2010;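 active = inhibition of at least 40% at 10 µM in the primary screen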;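 also: plate controls were DMSO with enzyme for no effect and no enzyme wells for full effect; values of inactives mirror those of a sister screen read the other way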
# hIAP inh: human IAP inhibitors, primary screen, biochemical, luminescence, uHTS; 330,000 tested, 0.12% active; inhibition, % at 10 µM; Intestinal-type alkaline phosphatase (Homo sapiens), P09923; purified IAP, CDP-Star luminescence, 30 min; AID 2544, 2010;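 active = inhibition reaching a set limit with compound at 10 µM in the primary screen, cut at about 35% in these data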;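 also: plate controls were DMSO wells with enzyme for no effect and no-enzyme buffer wells for full effect; values of inactives mirror those of a sister screen read the other way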
# Target sequence (P09923 whole entry, looked up): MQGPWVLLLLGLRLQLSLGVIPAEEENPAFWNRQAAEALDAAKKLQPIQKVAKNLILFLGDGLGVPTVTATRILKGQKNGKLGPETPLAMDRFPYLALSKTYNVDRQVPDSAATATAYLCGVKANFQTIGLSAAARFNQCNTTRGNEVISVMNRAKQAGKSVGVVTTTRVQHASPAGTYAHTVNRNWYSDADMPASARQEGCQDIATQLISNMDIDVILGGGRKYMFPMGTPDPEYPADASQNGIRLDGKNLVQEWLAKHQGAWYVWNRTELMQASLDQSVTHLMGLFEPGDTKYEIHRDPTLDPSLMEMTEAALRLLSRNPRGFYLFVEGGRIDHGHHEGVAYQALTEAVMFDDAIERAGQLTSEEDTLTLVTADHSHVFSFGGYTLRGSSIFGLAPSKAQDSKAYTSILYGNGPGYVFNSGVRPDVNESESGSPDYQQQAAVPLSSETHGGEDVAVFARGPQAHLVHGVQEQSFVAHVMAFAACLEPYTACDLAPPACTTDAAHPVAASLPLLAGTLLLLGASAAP
# MIN6 prolif: inducers of MIN6 beta-cell proliferation, primary screen, ATP luminescence, uHTS. MIN6 cells proliferation, ATPlite luminescence, 48 h; cells starved in 0.2% serum; 100% = growth in 10% serum. proliferation, % at 10 µM. 330,000 tested, 0.29% active. AID 2380, 2010;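 active = compounds whose signal lies at least 3.5 SD above the mean of all wells on their plate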;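 also: 0% = DMSO-treated cells in low-serum medium and 100% = 10% serum control; some compounds called inactive have numbers as strong as hits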
# APOBEC3A inh: APOBEC3A ssDNA deaminase inhibitors, primary screen, selectivity assay for APOBEC3G inhibitor project, biochemical, FAM/TAMRA oligo cleavage fluorescence | DNA dC->dU-editing enzyme APOBEC-3A (Homo sapiens), P31941 | recombinant A3A, FAM/TAMRA ssDNA deamination fluorescence | inhibition, % at 20 µM | 330,000 tested, 0.41% active | AID 493011, 2011;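 active = at least 40% inhibition at 20 µM here, with at most 30% in a related deaminase screen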;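 also: plate controls were A3A with DMSO for no effect and wells lacking A3A enzyme for full effect; some results filed as inactive read as strong as hits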
# Target sequence (P31941 whole entry, looked up): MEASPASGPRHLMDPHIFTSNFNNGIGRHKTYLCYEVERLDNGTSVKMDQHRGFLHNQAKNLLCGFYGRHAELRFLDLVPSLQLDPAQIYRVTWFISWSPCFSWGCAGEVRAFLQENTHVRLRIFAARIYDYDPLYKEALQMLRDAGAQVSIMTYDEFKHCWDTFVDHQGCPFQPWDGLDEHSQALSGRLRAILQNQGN
# TIM10 inh: growth inhibitors of isogenic TIM10 control yeast, primary screen, counter-screen for tim10-1 yeast inhibitor project, luminescence, uHTS; S. cerevisiae TIM10 strain growth, BacTiter-Glo luminescence, 24 h; inhibition, % at 10 µM; 330,000 tested, 1.4% active;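 active = inhibition of 40% or more at the single tested concentration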;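 also: wild-type TIM10 isogenic control strain grown at permissive 25 °C; 0% = DMSO yeast wells and 100% = minimal medium wells without yeast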
# tim10-1 inh: growth inhibitors of tim10-1 mutant yeast, primary screen, luminescence, uHTS. 330,000 tested, 2.2% active. S. cerevisiae tim10-1 ts strain growth, BacTiter-Glo, 24 h. inhibition, % at 20 µM;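 active = inhibition of at least 40%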;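 also: mutant grown at 25 °C; 0% = DMSO wells with yeast and 100% = wells holding no yeast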
# * marks the source's active call; other numbers are inactive results.
SMILES,mIAP activ,NLRP3 yeast inh,A3G deaminase,mIAP block,hIAP inh,MIN6 prolif,APOBEC3A inh,TIM10 inh,tim10-1 inh
Cc1cc(C)c2c(N)c(C(=O)Nc3ccc([N+](=O)[O-])cc3)sc2n1,0.91,20,5,9,6,-3,9,-22,-25
O=C(NC(=S)Nc1ccccc1N1CCN(C(=O)c2ccccc2)CC1)c1cccs1,0.99,10,-11,1,-10,-1,-7,-18,0
O=C(O)c1ccc2c(c1)C(=O)N(CCc1c[nH]c3ccccc13)C2=O,0.95,9,-8,5,5,2,-2,11,98*
CC(NC(=O)CSC1=NCCS1)c1ccccc1 (stereo not drawn),1,4,3,-1,5,0,0,-11,16
Cc1ccc(S(=O)(=O)c2nc(NCCN(C)C)sc2Cl)cc1,0.97,-16,-2,3,-6,4,0,-11,12
Cc1ccccc1-c1cc(C(=O)NCc2cccc(C(F)(F)F)c2)n(CC2CC(c3cccnc3)=NO2)n1 (stereo not drawn),1.8,16,-4,-82,13,-5,-2,-11,0
CCCCn1c(SCC(=O)N2CCN(c3ccccc3)CC2)nc2ccsc2c1=O,0.99,30,-2,1,-10,-1,1,-5,8
CCCNS(=O)(=O)c1cc(CN2C(=O)c3cccnc3C2=O)ccc1OC,1,3,-3,0,10,2,1,5,-3
CCOc1ccc(NC(=O)c2ccccc2-c2ccccc2C(=O)O)cc1,1,15,-8,0,0,-1,-1,-6,16
O=C(CN1CCOc2ccccc21)NC1CC1,0.96,23,-1,4,-3,-1,-3,7,5
CC(=O)c1cccc(NC(=O)NCc2cccs2)c1,0.98,6,2,2,7,1,0,8,12
Cc1ccc(C)c(CSC2=NCCN2C(=O)Cc2ccc([N+](=O)[O-])cc2)c1,0.87,9,-7,13,1,0,-3,9,28
CC1=C(C(N)=O)C(c2ccc(F)cc2)n2nc(CCCO)nc2N1 (stereo not drawn),0.98,12,-6,2,-12,-5,-5,-15,16
COc1ccc(-c2cc(C(=O)N(C)Cc3ccc(F)cc3)c3ccccc3n2)cc1OC,1.1,11,-8,-5,-42,-2,1,2,2
COc1ccc(CCNC(=O)N2CCOCC2)cc1,1,11,-4,0,-18,-3,-2,6,2
CCOCCCn1c(=N)c(S(=O)(=O)c2ccccc2)cc2c(=O)n3cc(C)ccc3nc21,0.96,20,-1,4,13,0,2,2,33
OCCOCCn1c(CCNc2nc(-c3ccc(F)cc3)cs2)nc2cc(C(F)(F)F)ccc21,1.1,9,-2,-5,-7,-7,0,3,22
CCOC(=O)C1=C(CC)Nc2ccccc2N=C1NC(=O)c1cccc(S(=O)(=O)N2CCCC2)c1,0.73,7,0,27,-8,-1,3,5,25
CCOC(=O)c1ccc(Nc2nc(N)c3cc(OC)c(OC)cc3n2)cc1,0.95,21,-4,4,12,-6,-4,6,-22
O=C(CN1C(=O)c2ccccc2C1=O)Nc1nccs1,1,23,-9,0,-26,1,2,1,-15
CCOc1ccc(CCNC(=O)CCCn2c(=O)c3cccn3c3cccnc32)cc1OCC,1,14,-6,0,-8,17*,-7,-4,6
Cc1ccc(CCN2CC(C(=O)NCc3cccnc3)CC2=O)cc1 (stereo not drawn),0.97,-2,-4,3,2,0,0,-3,-5
CCOC(=O)c1ccc(NC(=S)N2CCCC2)cc1,1.2,35,-1,-16,-8,-4,-9,21,6
COc1ccc(N2CCN(C(=O)CN=C3NS(=O)(=O)C(c4ccc(C)cc4)=C3C)CC2)cc1,0.91,2,-4,9,7,0,-1,25,10
CC1CN(C(=O)COC(=O)c2ccc(Cl)c(N)c2)CC(C)O1 (stereo not drawn),0.96,7,-6,4,-11,-2,0,11,-28

# A second format for part of the listing above:
# Values in the order: mIAP activ, NLRP3 yeast inh, A3G deaminase, mIAP block, hIAP inh, MIN6 prolif, APOBEC3A inh, TIM10 inh, tim10-1 inh
> COc1ccc(CCNC(=O)N2CCOCC2)cc1
→ 1, 11, -4, 0, -18, -3, -2, 6, 2
> CCOCCCn1c(=N)c(S(=O)(=O)c2ccccc2)cc2c(=O)n3cc(C)ccc3nc21
→ 0.96, 20, -1, 4, 13, 0, 2, 2, 33
> OCCOCCn1c(CCNc2nc(-c3ccc(F)cc3)cs2)nc2cc(C(F)(F)F)ccc21
→ 1.1, 9, -2, -5, -7, -7, 0, 3, 22
> CCOC(=O)C1=C(CC)Nc2ccccc2N=C1NC(=O)c1cccc(S(=O)(=O)N2CCCC2)c1
→ 0.73, 7, 0, 27, -8, -1, 3, 5, 25
> CCOC(=O)c1ccc(Nc2nc(N)c3cc(OC)c(OC)cc3n2)cc1
→ 0.95, 21, -4, 4, 12, -6, -4, 6, -22
> O=C(CN1C(=O)c2ccccc2C1=O)Nc1nccs1
→ 1, 23, -9, 0, -26, 1, 2, 1, -15
> CCOc1ccc(CCNC(=O)CCCn2c(=O)c3cccn3c3cccnc32)cc1OCC
→ 1, 14, -6, 0, -8, 17*, -7, -4, 6
> Cc1ccc(CCN2CC(C(=O)NCc3cccnc3)CC2=O)cc1 (stereo not drawn)
→ 0.97, -2, -4, 3, 2, 0, 0, -3, -5
> CCOC(=O)c1ccc(NC(=S)N2CCCC2)cc1
→ 1.2, 35, -1, -16, -8, -4, -9, 21, 6
> COc1ccc(N2CCN(C(=O)CN=C3NS(=O)(=O)C(c4ccc(C)cc4)=C3C)CC2)cc1
→ 0.91, 2, -4, 9, 7, 0, -1, 25, 10
> CC1CN(C(=O)COC(=O)c2ccc(Cl)c(N)c2)CC(C)O1 (stereo not drawn)
→ 0.96, 7, -6, 4, -11, -2, 0, 11, -28

# (list continues)
SMILES,mIAP activ,NLRP3 yeast inh,A3G deaminase,mIAP block,hIAP inh,MIN6 prolif,APOBEC3A inh,TIM10 inh,tim10-1 inh
CC(C(=O)N1c2ccc(F)cc2CCC1C)N1C(=O)c2ccccc2C1=O (stereo not drawn),1,0,-2,-1,-15,1,-1,3,30
CCCCn1nc(NC(=O)COC)c2cc3ccc(C)cc3nc21,1.1,20,15,-7,-24,-4,47*,11,4
COc1ccc(C(=O)Nc2ccc(S(=O)(=O)Nc3onc(C)c3C)cc2)cc1,1.1,20,-4,-7,22,-1,-5,-8,-15
COc1ccc(NC(=O)Cc2c(Cl)cccc2Cl)cn1,0.91,20,-8,9,-1,2,3,2,0
COc1ccc2oc(C(=O)OCC(=O)Nc3ccc(NC(C)=O)cc3)c(C)c2c1,0.95,4,2,5,22,-1,47*,-15,-4
Cc1ccc(C)n1Cc1ccccc1Cl,1.1,16,-2,-12,-2,-4,0,-5,7
COc1ccc(-c2cc3c(=O)n(CC(=O)NCc4cccnc4)ncn3n2)cc1,0.94,4,4,6,-14,-6,2,1,-11
CC(=O)Nc1ccccc1C(=O)N1CC2(C)CC1CC(C)(C)C2 (stereo not drawn),0.91,-2,-1,9,9,-2,-1,13,21
C/C(N)=C(/C#N)C(=O)CSc1nnc(COc2cc(C)ccc2C)o1,0.88,12,-2,12,1,-1,5,-8,-7
Cc1cc(C)c(S(=O)(=O)c2ccccc2)c(OC(=O)c2c(Cl)cccc2Cl)n1,0.85,26,-2,15,-4,0,-2,31,26
CCOC(=O)Cn1c(=O)oc2cc(S(=O)(=O)NCCc3ccc(OCC)c(OCC)c3)ccc21,0.92,5,-2,8,14,-1,2,0,18
NC(=O)c1ccccc1NC(=O)Cc1cccs1,0.95,-2,-4,5,9,0,-2,-2,-1
Cc1cc(C)cc(NC(=O)C2(c3cccs3)CCOCC2)c1,0.98,0,2,2,-8,0,0,15,24
COc1ccc(-c2nn(C)c(=O)c3ccccc23)cc1NC(=O)COc1ccc(C)cc1,0.99,15,-1,1,2,-3,0,-13,1
Cc1nc([N+](=O)[O-])nn1C12CC3CC(CC(Br)(C3)C1)C2,1,18,59*,-3,-22,-4,1,10,27
c1ccc(Sc2ccccc2CN2CCCC2)cc1,0.93,-1,3,7,-10,-4,2,-1,-3
CC(C)OC(=O)CSc1nnnn1-c1ccc2c(c1)OCCO2,1,42,-4,-4,-18,0,0,16,19
CCC(=O)Nc1nonc1-c1nc2ccccc2n1Cc1cccc2ccccc12,1,-2,1,-3,3,-6,-1,7,35
S=C(NCCCN1CCOCC1)N1CCN(c2nc(-c3ccccc3)cs2)CC1,1,6,2,-2,4,-3,5,7,14
Cc1cc(C)n(-c2nc3ccccc3nc2Nc2ccc3c(c2)OCO3)n1,0.95,14,-6,5,12,-3,1,-8,-2
CC1CC(C)CN(C(=O)COC(=O)c2ccc3ccccc3n2)C1 (stereo not drawn),1.1,-17,-5,-8,-5,-2,1,3,22
CSc1ncccc1C(=O)Nc1ccncc1,0.98,5,-2,2,-4,-3,-6,-4,-8
CN1CCN(c2ccc(CNC(=O)c3cc4ccccc4o3)cc2)CC1,1,16,-7,0,-54,0,-3,-5,-14
COc1ccc(CCNC(=O)C2(C)CCC(=O)N2Cc2ccc(C)cc2)cc1OC (stereo not drawn),1.1,25,-11,-6,-14,-3,-4,23,-3
O=C(NCCN1CCOCC1)c1cccc(S(=O)(=O)N2CCCCC2)c1,0.94,12,-4,6,-51,-5,1,-5,-21
# More structures follow:
SMILES,mIAP activ,NLRP3 yeast inh,A3G deaminase,mIAP block,hIAP inh,MIN6 prolif,APOBEC3A inh,TIM10 inh,tim10-1 inh
COc1cc2[nH]c(C(=O)NCc3ccccc3)cc2c(OC)c1OC,1,2,-7,0,-19,1,1,0,12
O=C(O)CNCC1COc2ccccc2O1 (stereo not drawn),1,-11,-8,-1,6,-1,-4,-5,3
CCN(CC(=O)NCc1ccc(Cl)cc1)C(=O)CSc1ccccc1,0.92,5,-10,8,-2,-2,-1,6,3
COc1ccc(NC(=O)COc2ccc(C)cc2)c([N+](=O)[O-])c1,0.98,19,-4,2,8,-1,0,12,15
O=C(CCNS(=O)(=O)c1cccs1)N1CCCCCC1,0.95,4,-2,5,-3,2,1,-3,7
COc1ccccc1NC(=O)c1ccc(C(=O)Nc2ccccc2OC)nc1,1,17,0,-3,17,0,0,-4,-3
CC(=O)N1CCCc2cc(S(=O)(=O)N3CCCC(C(=O)Nc4cccc(C)c4)C3)ccc21 (stereo not drawn),1.1,7,1,-13,-4,-3,0,3,23
O=C(CSc1nc(=O)[nH]c2c1CCCC2)Nc1cc(C(F)(F)F)cc(C(F)(F)F)c1,0.87,18,1,13,10,-4,5,16,5

# Compound activity as filed in PubChem BioAssay.
